Screens from PubChem BioAssay.
aGal spleen mod – inhibits or activates alpha-galactosidase in human spleen homogenate | P06280 | human spleen homogenate, 4MU-alpha-Gal fluorescence, 40 min | Potency, µM (top dose mostly 80 µM), inactives show top-dose activity change, negative = inhibition, usual class: inhibitors | 240,000 compounds, 0.008% hits;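 note: 0% = enzyme with vehicle and -100% = no enzyme basal signal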
Target sequence (P06280 32-429 limits assumed): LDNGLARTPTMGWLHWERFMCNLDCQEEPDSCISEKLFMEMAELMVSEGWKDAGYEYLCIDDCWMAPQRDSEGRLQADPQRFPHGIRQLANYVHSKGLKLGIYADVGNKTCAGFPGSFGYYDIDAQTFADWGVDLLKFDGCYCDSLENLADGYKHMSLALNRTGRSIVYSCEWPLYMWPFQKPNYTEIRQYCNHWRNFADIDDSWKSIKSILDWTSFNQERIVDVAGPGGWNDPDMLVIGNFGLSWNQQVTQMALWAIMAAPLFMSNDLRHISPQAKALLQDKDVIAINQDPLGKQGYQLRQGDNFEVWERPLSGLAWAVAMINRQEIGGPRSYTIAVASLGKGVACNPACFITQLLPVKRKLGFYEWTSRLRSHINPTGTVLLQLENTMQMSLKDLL
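Inhibition or activation of alpha-galactosidase in human spleen homogenate is scored by 4-MU fluorescence after 40 min at 37C, pH 5.0, with 1 mM substrate. AC50s come from concentration-response fitted to the Hill equation.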
HTT cytoprotect – Huntington cell model cytoprotection by ATP luminescence; PC12 HTT-Q103 induced, cytoprotection, ATP luminescence, 40 h; Potency, µM (highest dose often 56.4 µM), for the others: cytoprotection (ATP increase), usual class: activators; 230,000 compounds, 0.14% hits; AID 1471;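 note: % of control where 0% means no effect; nearly all actives have a fitted effect of over 45% in size; toxic huntingtin expression switched on by the ecdysone agonist tebufenozide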
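PC12 cells stably carrying ecdysone-inducible Htt exon 1 (Q103)–GFP were induced with 100 nM tebufenozide (final) alongside library compounds in a dose series. Cytoprotection was scored as retained ATP by ATPlite luminescence.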
GAA inh – alpha-glucosidase (human) inhibition | purified human GAA, 4-MU-alpha-glucoside fluorescence | 200,000 compounds, 0.005% hits | P10253 | Potency, µM (series often up to 76.9 µM), for the others: top-dose activity change, negative = inhibition, hits mostly inhibitors;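 note: plate controls were uninhibited enzyme wells for no effect and no-enzyme background for full effect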
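Activity normalized between no-enzyme (basal) and enzyme-only wells. Conditions: 4 nM human enzyme, 400 uM fluorogenic substrate, citrate/phosphate pH 5.0 with Tween-20, 20 min room temperature, compounds up to 77 uM.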
GAA glycogen – alters human alpha-glucosidase cleavage of glycogen | recombinant GAA, glycogen substrate, Amplex Red glucose oxidase fluorescence | P10253 | Potency, µM (doses to about 76.4 µM), without a hit: top-dose activity change, negative = inhibition, most hits filed as inhibitors | 300,000 compounds, 0.38% hits;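 note: 0% = full enzyme reaction and -100% = no-enzyme basal signal; the screen sought inhibitors and activators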
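Recombinant human alpha-glucosidase (4 nM final) hydrolysed bovine liver glycogen (30 ug) for 40 min at 37 C in pH 5.0 citrate/phosphate with 0.01% Tween-20. Released glucose detected by glucose oxidase/Amplex Red, Ex 573/Em 610 nm. Compounds up to 77 uM; AC50 from Hill fits.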
aGlu spleen mod – inhibits or activates alpha-glucosidase in human spleen homogenate; human spleen homogenate, 4-MU-alpha-glucoside fluorescence; Potency, µM (doses to about 79.9 µM), without a hit: at the highest dose activity change, negative = inhibition, most hits filed as inhibitors; 240,000 compounds, 0.006% hits; P10253;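 note: 0% = enzyme with vehicle and -100% = no enzyme basal signal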
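Human spleen homogenate (1 ug) incubated with compounds and 1 mM 4-methylumbelliferyl-alpha-D-glucopyranoside in pH 5.0 citrate/phosphate buffer, 37 C, 40 min. Stopped at pH 10; 4-MU fluorescence (Ex 365/Em 440 nm); AC50 by Hill fit.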
Tau fluor cs – counter-screen for tau fibril formation inhibitors; tau K18 P301L Alexa594 fluorescence, heparin fibrillization; Potency, µM (titrated, usually from 57.7 µM), inactives show top-dose activity change, negative = decrease; 280,000 compounds, 0.93% hits; AID 1463; note: % is set by controls: 0 for no effect and ±100 for the full control effect; nearly all actives have a fitted effect of over 55% in size
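Human K18 P301L tau (15 uM unlabeled plus 0.24 uM Alexa 594-labeled, final) in 100 mM sodium acetate pH 7 was mixed with compound and 20 uM heparin and incubated 6 hr at 37 C.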
Tau fibril FP – tau fibrillization inhibition (FP); Potency, µM (top dose mostly 57.7 µM), for the others: top-dose activity, negative = inhibition, hits mostly inhibitors; K18 P301L tau heparin fibrillization, Alexa594 FP, 6 h; P10636; 280,000 compounds, 0.39% hits; note: % is set by controls: 0 for no effect and ±100 for the full control effect; nearly all actives have a fitted effect of over 55% in size
Target sequence (P10636 561-689 P618L limits assumed): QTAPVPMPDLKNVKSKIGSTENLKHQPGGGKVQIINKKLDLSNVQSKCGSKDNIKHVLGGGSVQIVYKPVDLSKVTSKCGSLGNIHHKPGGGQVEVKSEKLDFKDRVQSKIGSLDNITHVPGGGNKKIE
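Human tau K18 […] P301L fragment, 15 uM unlabeled plus 0.24 uM Alexa 594-labeled tau (final), with compound and 20 uM heparin in 100 mM sodium acetate pH 7; 6 hr at 37 C, then Alexa 594 FP read.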
Tau fibril ThT – tau fibrillization inhibition (ThT binding) | P10636 | 270,000 compounds, 2.1% hits | Potency, µM (highest dose often 57.4 µM), inactives show at the top dose activity, negative = inhibition, hits mostly inhibitors | recombinant tau K18 P301L (four-repeat tau fragment), heparin-induced fibrillization, ThT fluorescence; note: % is set by controls: 0 for no effect and ±100 for the full control effect; nearly all actives have a fitted effect of over 55% in size
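Tau K18 P301L fragment (15 uM unlabeled plus 0.24 uM Alexa 594-labeled) in 100 mM sodium acetate pH 7 with compound, fibrillization induced by 20 uM heparin for 6 hr at 37 C. Thioflavin T (30 uM) added, fluorescence read after 1 hr (ex 450, em 510 nm).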
* = called active by the depositor; ? = inconclusive; · = no result given; & = joins results of further samples; [ ] = remark or other dose. Calls come from the whole dose curve; as a rule, active = well fitted curve in the direction sought with a large enough effect; inconclusive = small, poorly fitted or top-dose-only effect, or another doubt; inactive = no such curve, though single readings can be large; an effect the other way counts as inactive or inconclusive. Potency is the fitted concentration of half-maximal effect. Rows were taken by chance (roughly 3.3% active in at least one column).

entry	mol	Tau fluor cs	aGlu spleen mod	GAA inh	Tau fibril ThT	GAA glycogen	HTT cytoprotect	Tau fibril FP	aGal spleen mod
1	O=C(CSCc1ccccc1F)NCc1ccc(F)cc1	-5.0%	-2.1%	3.7%	-10.2%	0.7%	-6.9%	0.7%	2.9%
2	C/C(=N\Nc1nc(C)cc(-c2ccccc2)n1)c1ccc(C)o1	-21.3%	2.9%	?	?	?	-84.7%[inhibitor]	0.7%	-2.6%
3	COc1ccc(NC(=O)c2ccc(NS(=O)(=O)c3c(C)noc3C)cc2)cc1OC	-19.3%	4.7%	?	?	2.6%	-9.8%	3.6%	5.0%
4	C#CCOCCOCCOCCNc1nc(N2CCN(C(=O)Cn3cc(CCCN=C(N)N)nn3)CC2)nc(N2CCN(C(=O)[C@H]([C@@H](C)CC)n3cc(CCCN=C(N)N)nn3)CC2)n1	-2.1%	-4.7%	2.5%	-0.2%	2.5%	·	2.4%	-21.1%
5	CN(C)S(=O)(=O)c1cc(NC(=O)CN2CCN(c3ccc(O)cc3)CC2)ccc1Cl	-16.1%	·	-17.9%	?	7.08µM*	-9.9%	9.3%	-9.4%
6	CC(=O)c1cccc(CN2CCN(CCc3ccccc3)C(CCO)C2)c1 (stereo unspecified)	-5.2%	1.4%	3.4%	-6.6%	15.3%	-6.6%[10 µM]	1.7%	-2.9%
7	NC(=O)c1nc(-c2ccco2)nc2c1[nH]c(=O)n2-c1ccc(Cl)c(Cl)c1	-3.3%[0.0958 µM]	6.6%	·	·	9.0%	-15.1%[10 µM]	-6.3%[0.0958 µM]	13.8%
8	CCC(=O)N1c2ccc(S(=O)(=O)CCC(=O)Nc3ccc(Br)c(C)c3)cc2CC1C (stereo unspecified)	-28.7%	·	·	-11.1%	7.7%[76.3 µM]	·	-12.3%	·
9	COc1ccccc1NC(=O)CSc1ccc(-c2ccccn2)nn1	-12.8%	·	·	-4.9%	1.6%&19.1%[76.3 µM]	·	-2.8%	·
10	O=C(COC(=O)/C=C/c1ccco1)Nc1cccc([N+](=O)[O-])c1	1.0%	-2.2%	0.9%	1.7%	14.2%	23.8%[10 µM]	3.3%	0.0%
11	Cc1nc(N)c(C#N)c(-c2ccccc2)c1C	2.1%	-0.2%	0.0%	-6.5%	12.5%	11.6%[10 µM]	1.1%	-6.1%
12	C=CCOc1c(CNn2nnnc2N)cccc1OC	-5.4%	-12.1%	-0.8%	5.2%	-10.0%	-4.8%[1.9 µM]	-4.3%	-2.5%

Continuation.
entry	mol	Tau fluor cs	aGlu spleen mod	GAA inh	Tau fibril ThT	GAA glycogen	HTT cytoprotect	Tau fibril FP	aGal spleen mod
13	CCc1ccc(S(=O)(=O)c2ccc(-n3nc(C)cc3N)cc2)cc1	-5.1%	4.7%	3.0%	1.5%	0.2%	0.4%[10 µM]	3.6%	1.2%
14	COCCN1C(=O)c2oc3ccccc3c(=O)c2C1c1ccc(OC)c(OC)c1 (stereo unspecified)	-7.0%	4.7%	8.7%	-6.3%	3.6%	-4.3%	-9.1%	-7.3%
15	COCc1cc(=O)[nH]c2cc(NC(=O)C3CC3)c(C)cc12	-12.1%	-9.7%	6.1%	-17.5%	-1.0%	8.8%[10 µM]	-4.0%	-4.1%
16	Cc1cc(NS(=O)(=O)c2ccc(NC(=O)c3ccccc3F)cc2)nc(C)n1	6.3%	·	·	5.0%	-3.7%[76.3 µM]	·	-1.3%	·
17	CN(Cc1cccnc1)C(=O)CNC(=O)c1ccc(Cl)cc1Cl	-4.2%	4.6%	4.0%	-7.7%	-3.7%	3.1%	0.0%	1.8%
18	COc1ccc2[nH]cc(C(O)CN3CCC(C(N)=O)CC3)c2c1 (stereo unspecified)	-8.7%	2.8%	1.4%	-8.9%	4.1%	-17.9%	1.9%	9.0%
19	CCn1c(CNC(=O)c2ccc(OC)cc2)nnc1SCC(=O)Nc1cccc(C)c1C	-3.8%	·	·	-1.0%	-2.3%[76.3 µM]	·	3.8%	·
20	Cc1c(Cl)cccc1-c1ccc(C(=O)Nc2ccc(F)cc2)o1	?	·	·	-13.0%	-15.0%[76.3 µM]	·	?	·
21	COc1ccc(Nc2oc(-c3ccc(COc4cccc(C)c4)o3)nc2C#N)cc1	?	·	·	4.9%	?	·	15.9%	·
22	O=C(O)c1ccc(/C=N/NC(=O)c2ccc(F)cc2)cc1	-2.3%	1.7%	·	-3.0%	3.6%	10.1%[10 µM]	5.2%	-14.1%
23	O=C(CSc1nnc(-c2ccccc2F)n1C1CC1)Nc1cccnc1Cl	7.4%	-5.1%	10.4%	2.7%	-9.1%	13.0%[0.074 µM]	3.9%	-5.0%
24	CC(C)CC(C(=O)NC(=O)NCc1ccccc1)N1C(=O)c2ccccc2C1=O (stereo unspecified)	-17.0%	-5.1%	?	-4.4%	-2.8%	7.8%	1.6%	4.4%

Further results:
entry	mol	Tau fluor cs	aGlu spleen mod	GAA inh	Tau fibril ThT	GAA glycogen	HTT cytoprotect	Tau fibril FP	aGal spleen mod
25	COC(=O)C1=C(C(=O)OC)[C@@H]2N(Cc3ccccc3)c3ccccc3[C@@]23C[C@@H](C(=O)OC)N(C(=O)c2ccco2)C3=N1	6.3%[11.6 µM]	-7.2%[17.4 µM]	·	9.9%[11.5 µM]	·	-9.8%[10 µM]	2.2%[11.6 µM]	-2.8%[17.5 µM]
26	O=C1c2cccc3c(O)ccc(c23)C(=O)N1Cc1ccco1	-25.2%	-1.7%	·	?	5.0%	12.3%[10 µM]	-10.2%	-3.4%
27	CCOc1ccccc1NC(=O)Cn1nnc(C(=O)Nc2ccc(C)c(C)c2)c1N	?	·	·	-10.6%	7.9%[76.3 µM]	·	?	·
28	O=C(COc1ccc(Cl)cc1)Nc1ncccn1	-0.1%	-1.0%	0.9%	-5.8%	-18.7%	-7.9%[0.074 µM]	-3.4%	-8.4%
29	CC1CC(C)CN(c2ncnc3c2cnn3Cc2ccc(Cl)cc2)C1 (stereo unspecified)	-6.6%	-2.6%	-5.1%	-6.9%	0.3%	-3.3%	0.8%	1.4%
30	O=C1/C(=C/C=C/c2ccccc2)Oc2c1ccc(O)c2CN1CCN(CCO)CC1	-8.7%	-1.4%	·	?	9.1%	20.9%[10 µM]	3.7%	5.4%
31	Cc1ccccc1NC(=O)C1CCN(c2cc(-c3ccccc3)nc3ncnn23)CC1	-0.5%	2.7%	-1.5%	4.9%	8.6%	-8.6%[10 µM]	?	25.5%
32	COc1cc2c(=O)n(Cc3ccccc3Cl)c(=O)n(CC(=O)Nc3ccc(C)c(C)c3)c2cc1OC	-23.1%	·	·	14.4%	16.2%[76.3 µM]	·	?	·
33	Cc1ccc(-c2csc3nc4c5ccccc5c(NCCCN(C)C)nn4c(=O)c23)cc1	-20.0%	7.0%	?	?	25.1%	-2.9%[10 µM]	?	21.2%
34	CCCCc1ccc(NC(=O)c2cc3c(=O)n4ccccc4nc3n2C)cc1	-17.8%	·	·	-8.1%	-14.7%[76.3 µM]	·	-3.5%	·
35	C/C(=N\Nc1nccnc1Cl)c1c(F)c(F)c(F)c(F)c1F	4.1%	3.4%	-8.6%	2.5%	-5.6%	·	3.2%	1.7%
36	CC1(/[N+]([O-])=C/c2cccc(Cl)c2)CCCCC1=O (stereo unspecified)	-8.8%	-1.5%	·	-6.0%	-22.8%	23.3%[10 µM]	-3.1%	5.2%

The listing continues:
entry	mol	Tau fluor cs	aGlu spleen mod	GAA inh	Tau fibril ThT	GAA glycogen	HTT cytoprotect	Tau fibril FP	aGal spleen mod
37	CCNc1nc2c(c(=O)[nH]c(=O)n2C)n1CC(C)C	0.6%	0.0%	0.4%	-4.3%	8.4%	-10.0%	-3.0%	-6.5%
38	CCCc1nnc(NC(=O)CCC(=O)N2CCN(S(=O)(=O)c3ccc(C)cc3)CC2)s1	0.5%	1.2%	·	4.2%	-2.8%	-27.5%[10 µM]	-3.9%	0.0%
39	O=S(=O)(c1cccc(-c2nnco2)c1)N1CCCC1	5.4%	0.3%	-5.6%	-3.5%	-9.4%	-26.5%[10 µM]	1.3%	-9.1%
40	CC1(CC(=O)NNC(=O)Nc2ccccc2)OCCCO1	-8.7%	-2.9%	7.6%	-1.3%	3.4%	5.6%[10 µM]	3.8%	1.4%

Four entries already listed, arranged by length of the SMILES, smallest number first.
entry	mol	Tau fluor cs	aGlu spleen mod	GAA inh	Tau fibril ThT	GAA glycogen	HTT cytoprotect	Tau fibril FP	aGal spleen mod
39	O=S(=O)(c1cccc(-c2nnco2)c1)N1CCCC1	5.4%	0.3%	-5.6%	-3.5%	-9.4%	-26.5%[10 µM]	1.3%	-9.1%
37	CCNc1nc2c(c(=O)[nH]c(=O)n2C)n1CC(C)C	0.6%	0.0%	0.4%	-4.3%	8.4%	-10.0%	-3.0%	-6.5%
34	CCCCc1ccc(NC(=O)c2cc3c(=O)n4ccccc4nc3n2C)cc1	-17.8%	·	·	-8.1%	-14.7%[76.3 µM]	·	-3.5%	·
38	CCCc1nnc(NC(=O)CCC(=O)N2CCN(S(=O)(=O)c3ccc(C)cc3)CC2)s1	0.5%	1.2%	·	4.2%	-2.8%	-27.5%[10 µM]	-3.9%	0.0%
